PAFAH1B3 inh = inhibitors of human PAFAH1B3; Q15102; recombinant PAFAH1B3, FP-rhodamine probe, fluorescence polarization; inhibition, % at 3.39 µM; 0.28% of 340,000 active; AID 492972;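 active means inhibition above the screen-wide average of all tested compounds plus 3 SD, cut at about 25% in these data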;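 further: 0% = enzyme with DMSO only and 100% = wells lacking PAFAH1B3 protein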
LYPLA2 inh = blocks human lysophospholipase 2, a PME1 counter-screen | recombinant LYPLA2, FP-Rh probe fluorescence polarization | 0.38% of 320,000 active | AID 2177 | inhibition, % at 5.9 µM;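 active means inhibition above the screen-wide mean plus 3 SD, limit set per campaign, cut at about 26% in these data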;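 further: 0% = LYPLA2 with DMSO and 100% = wells lacking LYPLA2 enzyme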
PREPL inhibitor = inhibitors of human prolyl oligopeptidase-like enzyme PREPL; Q4J6C6; recombinant PREPL, fluorescence polarization activity-based probe; inhibition, % at 5.96 µM; 0.68% of 320,000 active; in the data active means inhibition above about 43%;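 further: 0% = enzyme with DMSO and 100% = wells lacking enzyme; many of its hits are not listed in these tables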
Target sequence (Q4J6C6 whole entry, looked up): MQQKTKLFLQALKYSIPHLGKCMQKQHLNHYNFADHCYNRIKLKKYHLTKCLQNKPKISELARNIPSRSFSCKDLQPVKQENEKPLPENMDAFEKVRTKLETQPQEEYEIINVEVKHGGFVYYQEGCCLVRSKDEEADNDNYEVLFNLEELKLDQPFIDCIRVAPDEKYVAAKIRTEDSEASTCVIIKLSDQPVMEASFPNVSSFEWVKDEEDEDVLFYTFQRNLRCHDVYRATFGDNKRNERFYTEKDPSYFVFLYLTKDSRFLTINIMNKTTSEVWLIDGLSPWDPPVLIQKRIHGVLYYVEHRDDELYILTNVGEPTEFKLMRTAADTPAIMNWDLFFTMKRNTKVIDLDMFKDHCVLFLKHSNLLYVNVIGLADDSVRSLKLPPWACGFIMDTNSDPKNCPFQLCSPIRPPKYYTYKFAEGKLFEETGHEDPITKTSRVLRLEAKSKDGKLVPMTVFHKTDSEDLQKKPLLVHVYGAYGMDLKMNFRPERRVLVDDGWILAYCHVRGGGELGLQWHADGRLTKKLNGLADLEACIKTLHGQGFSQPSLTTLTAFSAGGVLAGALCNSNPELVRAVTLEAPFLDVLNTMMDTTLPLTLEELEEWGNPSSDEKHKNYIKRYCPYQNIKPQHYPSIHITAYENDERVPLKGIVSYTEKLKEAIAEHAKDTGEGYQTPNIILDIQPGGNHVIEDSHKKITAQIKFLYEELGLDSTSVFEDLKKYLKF
GSTO1 inh = counter-screen for RBBP9 inhibitors: inhibitors of human GSTO1. inhibition, % at 5.96 µM. AID 1974. 1.1% of 300,000 active. recombinant GSTO1, activity-based probe fluorescence polarization;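 active means inhibition above the campaign mean inhibition plus 3 SD, cut at about 35% in these data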;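 further: 0% = GSTO1-1 with DMSO and 100% = wells lacking GSTO1-1 enzyme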
Target sequence (P78417 whole entry, looked up): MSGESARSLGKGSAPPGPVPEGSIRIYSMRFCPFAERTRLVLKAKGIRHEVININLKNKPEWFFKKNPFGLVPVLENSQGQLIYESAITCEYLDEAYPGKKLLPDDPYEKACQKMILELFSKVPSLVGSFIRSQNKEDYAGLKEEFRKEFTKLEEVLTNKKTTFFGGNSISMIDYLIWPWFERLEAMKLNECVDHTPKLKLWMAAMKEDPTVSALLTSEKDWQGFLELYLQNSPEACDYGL
PAFAH2 inh = inhibitors of human PAFAH2; Q99487; recombinant PAFAH2, FP-rhodamine activity probe, fluorescence polarization; inhibition, % at 3.39 µM; 0.99% of 340,000 active;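 active means inhibition above the mean over all tested compounds plus 3 SD, cut at about 30% in these data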;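 further: inhibitors block probe labeling of enzyme so polarization drops; 0% = enzyme with DMSO and 100% = wells lacking PAFAH2 protein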
EBNA-1 inh = blocks EBNA-1 binding to DNA. EBNA-1 DNA binding, fluorescence polarization. inhibition, % at 14.8 µM. 0.34% of 300,000 active; in the data active means inhibition above about 28%
ZTA counter = ZTA (EBV) inhibition in EBNA-1 counter-screen. inhibition, % at 11 µM. ZTA-DNA binding, fluorescence polarization. 0.15% of 320,000 active. P03206; in the data active means inhibition above about 33%
PAD4 inh = PAD4 (human) enzyme inhibition. Q9UM07. recombinant PAD4, RCA probe fluorescence polarization. inhibition, % at 6.36 µM. 0.41% of 330,000 active;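 active means percent inhibition above a cutoff equal to the mean of all tested compounds plus 3 SD, cut at about 15% in these data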;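 further: 0% = PAD4 with RCA probe and DMSO and 100% = probe without PAD4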
LYPLA1 inh = counter-screen for PME1 inhibitors: inhibitors of human LYPLA1 | O75608 | inhibition, % at 5.9 µM | 0.16% of 320,000 active | recombinant LYPLA1, FP-Rh probe fluorescence polarization;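 active means inhibition above the mean of all tested compounds plus 3 SD, set per campaign, cut at about 14% in these data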;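 further: inhibitors block serine hydrolase probe labeling of LYPLA1 so polarization falls; 0% = enzyme with DMSO and 100% = wells lacking LYPLA1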
Starred values were filed as active, the others as inactive; · = not tested or not shown. These rows are one share of the data; the hit share may differ from the screen's.

compound	PAFAH1B3 inh	LYPLA2 inh	PREPL inhibitor	GSTO1 inh	PAFAH2 inh	EBNA-1 inh	ZTA counter	PAD4 inh	LYPLA1 inh
CC(=O)c1ccc(NC(=O)C(C)OC(=O)c2ccc(Br)o2)cc1 (configuration not stated)	1.2	0.4	-3.6	·	-8.1	·	-7.2	1.5	3.2
Cc1cc(C(F)F)n2nc(C(=O)Nc3c(F)cc(F)cc3Br)nc2n1	11.4	3.8	-1.9	7.3	0.9	4.2	2.3	-5.6	-0.5
CCCn1nc(C(=O)NC2CCCC2)c2ccccc2c1=O	0.0	·	-0.1	·	6.9	·	·	-5.4	·
CCn1c(C(=O)O)c(CC(=O)Nc2ccccc2OC)c2ccccc21	5.8	0.8	7.1	-3.3	-0.7	-1.1	13.8	-3.2	0.1
O=C(CN1C(=O)NC2(CCCCC2)C1=O)Nc1ccccc1N1CCCC1	2.7	2.0	21.3	-9.4	-0.7	-1.3	-6.9	-0.3	4.7
Cc1ccnc(N2C(=O)c3ccccc3C2=O)c1	7.8	-11.1	-2.9	-2.1	-3.6	1.2	6.2	1.5	-0.2
CS(=O)(=O)N1CCc2cc(-c3csc(NC(=O)C(c4ccccc4)c4ccccc4)n3)ccc21	-20.2	-32.1	1.1	-17.2	-11.3	5.4	-1.8	0.8	-17.9
CCCCN1CC(=O)N2[C@H]3c4ccccc4OC[C@@H]3[C@H](C(=O)OCC)[C@]2(C)C1=O	12.6	·	9.3	·	-1.8	·	·	2.3	·
COc1ccc(NC(=O)CN2CCC(NC(=O)C3CCCCC3)CC2)cc1	7.6	-2.6	6.3	-3.2	-0.5	6.6	-2.3	-4.6	-2.6
O=C(NCc1ccc(F)cc1)c1c(O)c2cccc3c2n(c1=O)CCC3	7.5	-1.6	6.9	9.1	0.9	-9.4	-17.8	-6.7	5.6
Cc1nc2sc(C(c3cccc(F)c3)N3CCOCC3)c(O)n2n1 (configuration not stated)	6.6	8.2	7.8	-4.7	5.3	-5.0	2.4	2.9	2.4
O=C(CSc1n[nH]c(-c2ccncc2)n1)Nc1ccc(Cl)c(Cl)c1	6.5	-4.3	-10.4	-18.0	4.1	-9.9	2.1	-2.5	-3.8
Cc1cccc(C(=O)O/N=C/c2ccc(Br)cc2)c1	-0.1	-8.6	20.2	4.2	72.8*	9.2	11.2	-3.6	-2.7
CC(C)(C)OC(=O)N1CCC(CC2CC(c3cccc(Br)c3)=NO2)(C(=O)O)CC1 (configuration not stated)	-2.2	-1.8	-3.8	0.7	-0.8	11.3	-3.0	3.6	-1.0
COc1ccccc1N(C)S(=O)(=O)c1ccc(Cl)c(C(=O)N2CCC(C(N)=O)CC2)c1	-10.7	-5.2	-5.6	-0.4	3.0	-11.9	-16.2	-1.9	-3.1
O=C(CN1CCCSc2ccccc21)N1CCN(S(=O)(=O)c2cccc(F)c2)CC1	3.9	-6.5	25.2	·	-1.8	·	4.0	-1.6	-5.5
COc1ccc(N2C(=O)CCC(C(=O)N3CCCCC3)C2c2ccc(OC)c(OC)c2)cc1 (configuration not stated)	5.2	3.7	18.7	3.2	-2.9	-5.2	0.6	4.2	2.6
O=c1c(Cc2c(F)cccc2Cl)c(O)ccn1CCc1c[nH]c2ccccc12	9.8	0.4	-7.5	4.5	5.8	11.8	10.1	0.7	0.9
COc1ccc(-c2cc(C)nc3nc(N)nn23)cc1	0.7	10.1	6.1	0.5	8.1	-0.1	-22.1	1.6	3.3
CC(=O)c1c(C)[nH]c(C(=O)OCC(=O)Nc2c(C)cccc2C)c1C	7.5	4.1	2.4	·	4.6	·	3.9	-3.5	0.8
CCOC(=O)c1nn(-c2ccccc2Cl)c(=O)cc1OCC(=O)Nc1cccc(OC)c1	-6.0	-1.5	-8.5	0.5	-3.9	4.1	10.3	0.0	-2.9
NC(=O)CC(NC(=O)Cc1ccc(Cl)cc1)c1ccc(N2CCC(Cc3ccccc3)CC2)c([N+](=O)[O-])c1 (configuration not stated)	-3.3	-3.3	10.3	2.8	-1.6	-4.1	-1.2	2.5	-5.3
Cc1ccc(C(=O)Nc2ccc(C(F)(F)F)n(C)c2=O)cc1	14.9	1.1	-2.5	12.6	2.0	-6.2	-24.1	-1.8	0.4
CC(NC(=O)COc1ccc(Oc2ccccc2)cc1)C(=O)O (configuration not stated)	-0.8	1.2	-0.7	0.5	-1.5	-8.0	9.4	-3.3	-2.9
CP(=O)(COC(=O)c1ccccc1)COC(=O)c1ccccc1	5.6	-4.4	-1.9	-2.4	22.4	0.1	-9.6	-1.8	-2.8
CC(=O)Nc1ccc(NC(=O)CSc2nnc(-c3cc(C)[nH]n3)n2N)cc1	4.8	-2.2	1.5	-0.4	2.7	0.5	0.6	-3.7	-2.1
O=C(O)c1cccc(NC(=O)c2ccc3c(c2)C(=O)N(C2CCCCC2)C3=O)c1	1.9	9.1	6.4	-7.9	0.8	7.3	2.7	-4.8	0.2
CC(=O)OCC#CCSc1nc2ccccc2n1C	-4.0	11.0	1.1	1.8	-4.2	2.7	8.1	-5.6	-1.9
CCCC(=O)Nc1nc(C)c(C(C)=O)s1	12.2	-3.3	-2.6	-5.4	1.2	5.5	7.3	1.6	-2.8
O=C(N/N=C/c1ccccc1O)c1ccc2c(c1)OCO2	9.1	2.7	25.5	3.5	7.4	2.0	-0.8	-0.5	-2.7

A draw from above in order of length of the SMILES, largest number first:
compound	PAFAH1B3 inh	LYPLA2 inh	PREPL inhibitor	GSTO1 inh	PAFAH2 inh	EBNA-1 inh	ZTA counter	PAD4 inh	LYPLA1 inh
CC(C)(C)OC(=O)N1CCC(CC2CC(c3cccc(Br)c3)=NO2)(C(=O)O)CC1 (configuration not stated)	-2.2	-1.8	-3.8	0.7	-0.8	11.3	-3.0	3.6	-1.0
Cc1nc2sc(C(c3cccc(F)c3)N3CCOCC3)c(O)n2n1 (configuration not stated)	6.6	8.2	7.8	-4.7	5.3	-5.0	2.4	2.9	2.4
Cc1ccnc(N2C(=O)c3ccccc3C2=O)c1	7.8	-11.1	-2.9	-2.1	-3.6	1.2	6.2	1.5	-0.2

Later entries.
compound	PAFAH1B3 inh	LYPLA2 inh	PREPL inhibitor	GSTO1 inh	PAFAH2 inh	EBNA-1 inh	ZTA counter	PAD4 inh	LYPLA1 inh
COc1ccccc1N1CCN(C2CCCN(C(=O)CCC(=O)N(C)C)C2)CC1 (configuration not stated)	9.3	0.3	11.2	12.2	-0.9	-13.7	5.6	-2.4	-2.3
Cc1ccnc(OC(C(=O)O)C(OCCc2ccccc2)(c2ccccc2)c2ccccc2)n1 (configuration not stated)	0.7	-0.4	-5.9	7.6	7.9	5.1	0.4	-4.1	3.6
C[C@H](NC(=O)c1nc[nH]c1C(=O)NCCCCCNC(=O)OC(C)(C)C)C(=O)OC(C)(C)C	-4.7	-2.5	6.4	4.1	-3.0	2.3	9.1	-4.4	-0.9
O=C(Nc1ccccn1)c1ccc2ccccc2n1	4.3	4.9	12.7	4.5	-0.3	8.6	-8.5	0.4	0.1
CC(C)=CC(=O)N1CCC(N2CCC(C(=O)N3CCOCC3)CC2)CC1	4.6	-1.9	10.6	-6.3	-3.9	0.8	9.0	-5.3	1.5
CCN(CC)c1ccc2c(Cl)c(Br)c(=O)oc2c1	-11.6	-9.3	7.9	12.4	-5.8	-13.5	-1.3	-4.5	-31.6
CCn1c(SCC(=O)Nc2sc3c(c2C(N)=O)CCC(C)C3)nnc1-c1ccco1 (configuration not stated)	3.5	-0.7	9.6	12.5	3.0	7.6	1.4	-3.5	-4.1
COc1ccc(-c2nn(-c3ccccc3)cc2C(N)=O)cc1OC	3.4	3.1	3.2	1.1	-6.6	3.5	1.3	0.0	2.1
COCC(C)n1c(C)cc(C(=O)COC(=O)CNC(=O)c2ccccc2)c1C (configuration not stated)	5.9	0.2	-2.6	0.8	-3.6	0.7	2.4	2.0	-1.5
CC(C)[C@H](NC(=O)c1ccccc1F)C(=O)NC1CCCCCCC1	2.7	·	3.6	·	0.4	·	·	-4.5	·
CSCC[C@H](NC(=O)[C@@H]1CSC2c3ccccc3C(=O)N21)C(=O)NC1CCCC1 (some centres not stated)	-1.9	8.7	-3.6	6.1	-1.9	0.2	-0.4	-2.6	4.8
O=C(c1cccc(S(=O)(=O)N2CCCCC2)c1)N1CCN(S(=O)(=O)c2ccc(F)cc2)CC1	4.5	0.1	8.8	8.4	6.8	0.2	9.3	-0.8	-1.6
CCOC(=O)/C(=N\Nc1ccc(Cl)cc1)c1csc(Nc2ccccc2)n1	2.9	5.2	11.0	2.4	22.8	-1.5	-1.4	1.7	-5.0
CCC(=O)NC(c1cc(Cl)c2ccccc2c1O)C1CC1 (configuration not stated)	0.1	20.0	-1.3	·	4.5	·	2.0	-0.2	3.7
COCC(C)NC(=S)NCCc1ccc(Cl)cc1Cl (configuration not stated)	-1.6	8.2	-5.1	7.7	2.2	-7.0	-8.4	-4.6	5.2
O=C(CSc1n[nH]c(=O)n1Cc1ccco1)c1ccc(F)cc1	·	4.2	16.8	6.2	·	0.7	-10.0	3.9	0.7
COc1ccc(OCc2cc(C(=O)NC3CCc4ccccc43)no2)c(Cl)c1 (configuration not stated)	-7.0	-11.6	-19.6	1.3	-0.1	-1.3	-5.8	-0.4	0.7
Fc1ccc(CN2CCCCCCC2)cc1	6.1	-2.9	-4.5	1.9	-12.6	0.1	8.6	0.9	-2.6
Cc1nc(SCC(=O)Nc2ccccc2Cl)c2c(C)c(C)sc2n1	0.6	-6.5	0.7	·	6.6	·	6.0	-8.0	-3.5
O=C(CCCc1nc2ccccc2s1)N1CCN(c2ccccc2F)CC1	6.6	1.2	-32.9	4.1	3.9	-8.7	0.2	0.3	3.0
CCC(=O)NCCc1nc(-c2ccccc2)no1	-0.1	1.1	-0.5	-1.4	4.3	10.0	0.7	-0.1	2.4
COc1ccccc1CN(C)C(=O)c1cc(-c2cc(OC)c(OC)c(OC)c2)nc2ccccc12	2.7	-4.0	-14.0	-2.0	0.2	-6.6	-4.2	0.1	-8.0
CCC(=O)Nc1ccc(N2CCCCC2)c(C(=O)Nc2ccccc2C)c1	-3.8	-3.0	3.4	1.1	5.1	1.7	-0.5	-3.2	-5.8
CC(=O)Nc1ccc2c(c1)CN(c1cc(C)ccc1C)CO2	-0.4	2.9	4.0	9.3	5.0	3.8	1.8	-0.4	1.0
Cc1cccc(NC(=O)CC2NCCNC2=O)c1 (configuration not stated)	4.0	4.5	0.6	3.0	5.3	-3.0	5.0	-2.8	1.2
CC(Oc1ccc(Cl)cc1)C(=O)N(C)CC(=O)Nc1ccc(N2CCOCC2)cc1 (configuration not stated)	4.9	-0.1	2.8	-1.3	-1.0	-1.7	4.9	0.5	2.5
CCOc1cccc(N(C(=O)c2ccco2)C(C(=O)NC2CCCC2)c2cccnc2)c1 (configuration not stated)	12.3	6.4	8.4	1.0	5.1	-7.0	-19.8	-4.2	3.1
CCOC(=O)N1CCN(C(=O)c2cc(OCC)c(OCC)c(OCC)c2)CC1	15.4	-6.6	6.2	2.0	-3.6	-3.0	1.3	-2.7	3.9
Cc1cc(C)c(S(=O)(=O)n2cnc3ccccc32)c(C)c1	4.4	2.3	-2.8	4.3	4.6	-2.0	-3.0	-1.6	0.6
Cc1cc(C)cc(NCc2cc(=O)oc3cc(-c4ccccc4)c(O)cc23)c1	7.6	-0.1	5.4	1.2	-0.3	2.6	6.7	-1.3	-1.0
OCCC1CN(Cc2ccon2)CCN1CCc1ccccc1 (configuration not stated)	0.5	-1.4	11.4	0.3	-0.5	2.1	-2.0	5.6	0.3
CC(C)(C)c1[nH]nc2c1C(c1ccc(OC(=O)c3ccco3)cc1)C(C#N)=C(N)O2 (configuration not stated)	1.8	-5.9	70.8*	-3.4	0.3	1.3	2.1	-3.3	-4.4
COCC(=O)NC1CCCCCC1	8.1	1.2	-3.4	-2.6	-12.3	2.8	-3.6	2.0	-1.8

From PubChem
